D2 antag – D2 dopamine receptor (human) antagonism; 340,000 tested, 2% active; AID 485344; HEK293 TREx D2 cells, calcium flux, dopamine EC80; inhibition, % at 10 µM; in the data active = inhibition above about 30%; also: 0% is about no effect
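Dopamine at EC80 is the agonist stimulus; test compounds precede it by 180 s. Calcium flux read kinetically in a force-coupled, inducible HEK293 T-REx D2 cell line.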
TRHR enhancer – allosterically enhances the human TRH receptor | P34981 | TRHR cells, fluo-8 calcium fluorescence, EC20 TRH enhancement | enhancement, % at 2 µM | 360,000 tested, 0.66% active | AID 493056; in the data active = enhancement above about 30%; also: 0% is about no effect
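TRHR-expressing cells loaded with fluo-8 calcium dye were read kinetically (ex 480/em 530) during compound addition, then stimulated with an EC20 of TRH (10 nM final). Enhancement of the Gq-mediated intracellular calcium response was scored.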
D1 potentiator – enhances dopamine response at the human D1 receptor; AID 504651; HEK293 TREx D1 cells, calcium flux, dopamine EC20 potentiation; P21728; 360,000 tested, 0.036% active; potentiation, % at 10 µM; in the data active = potentiation above about 30%; also: 0% is about no effect
D1 antagonist – blocks dopamine activation of the human D1 receptor; AID 504652; P21728; 360,000 tested, 3.2% active; activity change, negative = inhibition, % at 10 µM; HEK293 TREx D1 cells, calcium flux, dopamine EC80; stronger effect = lower value; in the data active = activity change below about -30%; also: % is scaled to controls: 0 for no effect and ±100 for the full control effect
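After overnight tetracycline induction at 30 C, force-coupled D1 HEK293 cells took up a no-wash calcium dye at room temperature. Compounds were added and monitored 180 s, and the response to EC80 dopamine was then recorded.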
D2 PAM – positively modulates the human D2 dopamine receptor allosterically | HEK293 T-REx D2, calcium flux, EC20 dopamine potentiation | potentiation, % at 10 µM | 340,000 tested, 0.34% active;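 active = potentiation over 3 SD above the plate norm, cut at about 30% in these data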; also: 0% is about no effect
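Using a no-wash calcium dye in inducible, force-coupled HEK293 Trex cells expressing D2, we tracked fluorescence each second for 180 s after compound, then for 180 s after EC20 dopamine to detect augmented signalling.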
TRHR ag – agonists of human TRH receptor. activation, % at 2 µM. TRHR cells, calcium flux fluo-8, FDSS agonist mode. 360,000 tested, 0.18% active. AID 493084. P34981; also: 0% is about no effect
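Agonist-mode FDSS calcium read (Ex 480/Em 530, 1 s cycles) in 1536-well TRHR cells with fluo-8 dye, after 10-cycle baseline and 23 nL compound addition; TRH at EC20 (10 nM final) added afterwards for the enhancer phase.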
RXFP1 antag – antagonists of human relaxin receptor RXFP1. Q9HBX9. HEK293-RXFP1, relaxin-stimulated cAMP HTRF, 30 min; stronger effect = lower value. activity change, negative = inhibition, % at 57.5 µM. 350,000 tested, 0.59% active. AID 1259400;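 active = activity change of -60% or lower, but not beyond a set lower limit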; also: % is scaled to controls: 0 for no effect and ±100 for the full control effect
Target sequence (Q9HBX9 whole entry, looked up): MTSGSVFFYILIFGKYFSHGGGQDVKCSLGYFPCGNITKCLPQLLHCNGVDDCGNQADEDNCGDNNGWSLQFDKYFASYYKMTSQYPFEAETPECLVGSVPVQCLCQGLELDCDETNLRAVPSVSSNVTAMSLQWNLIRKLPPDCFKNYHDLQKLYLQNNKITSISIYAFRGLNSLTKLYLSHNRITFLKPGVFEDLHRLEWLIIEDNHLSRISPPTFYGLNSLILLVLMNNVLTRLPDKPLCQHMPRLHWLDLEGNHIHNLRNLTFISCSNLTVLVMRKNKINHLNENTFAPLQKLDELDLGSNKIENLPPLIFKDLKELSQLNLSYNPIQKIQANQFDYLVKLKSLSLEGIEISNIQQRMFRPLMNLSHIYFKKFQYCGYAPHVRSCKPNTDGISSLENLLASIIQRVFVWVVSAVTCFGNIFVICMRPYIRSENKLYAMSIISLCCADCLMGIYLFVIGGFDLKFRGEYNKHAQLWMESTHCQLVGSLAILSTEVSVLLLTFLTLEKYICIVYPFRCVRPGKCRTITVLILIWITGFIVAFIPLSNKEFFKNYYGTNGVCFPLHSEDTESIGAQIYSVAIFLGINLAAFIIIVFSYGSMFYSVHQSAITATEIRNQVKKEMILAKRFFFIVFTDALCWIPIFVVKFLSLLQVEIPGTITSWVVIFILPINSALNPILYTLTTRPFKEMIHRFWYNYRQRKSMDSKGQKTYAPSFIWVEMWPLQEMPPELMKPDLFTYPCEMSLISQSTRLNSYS
D2 agonist – agonists of human D2 dopamine receptor. P14416. HEK293 T-REx D2 cells, calcium flux agonist mode. activation, % at 2 µM. 340,000 tested, 0.53% active. AID 485358;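 active = activation over 3 SD above normal in the single-dose calcium agonist read, cut at about 30% in these data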; also: 0% is about no effect
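Agonism scored from kinetic calcium signal (1 read/sec, 180 s) following compound pin transfer, after a 10 s baseline. Cells: HEK293 Trex line expressing inducible D2 receptor coupled to calcium, dye-loaded after overnight culture at 30 C.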
D1 ag – agonists of human D1 dopamine receptor; P21728; HEK293 T-REx D1 cells, calcium flux, agonist mode; activation, % at 2 µM; 360,000 tested, 1% active; also: 0% is about no effect
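Agonism was scored from calcium flux recorded over 180 s (1 read/s) after pintool compound addition, following a 10-cycle baseline. Cells were inducible force-coupled HEK293 TREx D1, plated overnight at 30 C and loaded with no-wash calcium dye.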
* = called active by the depositor. Rule as the data show it, unless noted: active = activation above about 30%; inactive = the rest.

For O=c1c2cc(Br)ccc2nc(-c2ccc([N+](=O)[O-])cc2)n1O the results were D2 antag 3, TRHR enhancer -4, D1 potentiator 3, D1 antagonist 2, D2 PAM 2, TRHR ag 0.4, RXFP1 antag 2, D2 agonist 0.5 and D1 ag 11.
Screening CCOC(=O)c1ccc(Oc2cc(C)nc(Cl)n2)cc1 returned D2 antag -13, TRHR enhancer -3, D1 potentiator -9, D1 antagonist 8, D2 PAM -4, TRHR ag 0.7, RXFP1 antag 3, D2 agonist -0.6 and D1 ag 2.
Screening O=C(NCCc1ccccc1)c1cc(S(=O)(=O)N2CCCCC2)c[nH]1 returned TRHR enhancer 2, D1 potentiator -2, D1 antagonist 1, D2 PAM -9, TRHR ag 0.3, RXFP1 antag -6, D2 agonist -0.1 and D1 ag 5.
Screening Cc1ccc(NC(=O)Nc2cccc([N+](=O)[O-])c2)nc1 returned D2 antag 1, TRHR enhancer -3, D1 potentiator -1, D1 antagonist 12, D2 PAM -6, TRHR ag 0.2, RXFP1 antag -1, D2 agonist 2.1 and D1 ag 0.
`COc1ccc(O)c(-c2c(-c3ccc(Cl)cc3)n[nH]c2C)c1` gave D2 antag -12, TRHR enhancer 16, D1 potentiator -1, D1 antagonist 7, D2 PAM 8, TRHR ag 0.3, RXFP1 antag 3, D2 agonist 0.5 and D1 ag 1.
O=C(COc1ccccc1)NC1C(=O)N2C(C(=O)O)=C(Cl)CSC12 (centres undefined) was read as D2 antag 6, TRHR enhancer 5, D1 potentiator 0, D1 antagonist 7, D2 PAM -8, TRHR ag 0.1, RXFP1 antag 11, D2 agonist 0.3 and D1 ag 8.
CC(C)CNS(=O)(=O)c1ccc(C(=O)Nc2ccc3c(c2)OCO3)cc1 was read as D2 antag -9, TRHR enhancer -8, D1 potentiator -9, D1 antagonist 7, TRHR ag -0.4, RXFP1 antag -13, D2 agonist -2.9 and D1 ag 2.
`O=C(c1cc2ncc(Br)cn2n1)N1CCN(C(=O)c2ccco2)CC1` gave D2 antag -3, TRHR enhancer 4, D1 potentiator -1, D1 antagonist 8, D2 PAM -6, TRHR ag -0.3, RXFP1 antag -1, D2 agonist 0.3 and D1 ag 4.
Cc1onc(-c2ccccc2)c1C(=O)Nc1ccc2c(c1)OCCO2 was read as D2 antag 2, TRHR enhancer 4, D1 potentiator 1, D1 antagonist 4, D2 PAM 15, TRHR ag -0.5, RXFP1 antag -7, D2 agonist 0.0 and D1 ag 5.
For CC(C)(C)NC(=O)C1Cc2ccccc2CN1C(=O)Nc1ccccc1Cl (centres undefined) the results were D2 antag 3, TRHR enhancer -5, D1 potentiator -3, D1 antagonist -3, D2 PAM 13, TRHR ag -0.8, RXFP1 antag 0, D2 agonist -0.5 and D1 ag 0.
`Cc1cccc(OCCc2c(C)[nH]c(=S)[nH]c2=O)c1` gave D2 antag 2, TRHR enhancer -4, D1 potentiator 1, D1 antagonist 3, D2 PAM 0, TRHR ag -0.9, RXFP1 antag -118*, D2 agonist -1.0 and D1 ag 1.
For O=C(/C=C/c1ccccc1)NC(=S)Nc1ncccn1 the results were D2 antag 4, TRHR enhancer -6, D1 potentiator -9, D1 antagonist -12, D2 PAM 8, TRHR ag -0.5, RXFP1 antag 12, D2 agonist -0.4 and D1 ag 1.

A draw from above in order of SMILES length, low to high:
For O=C(/C=C/c1ccccc1)NC(=S)Nc1ncccn1 the results were D2 antag 4, TRHR enhancer -6, D1 potentiator -9, D1 antagonist -12, D2 PAM 8, TRHR ag -0.5, RXFP1 antag 12, D2 agonist -0.4 and D1 ag 1.
Cc1onc(-c2ccccc2)c1C(=O)Nc1ccc2c(c1)OCCO2 was read as D2 antag 2, TRHR enhancer 4, D1 potentiator 1, D1 antagonist 4, D2 PAM 15, TRHR ag -0.5, RXFP1 antag -7, D2 agonist 0.0 and D1 ag 5.
`O=C(c1cc2ncc(Br)cn2n1)N1CCN(C(=O)c2ccco2)CC1` gave D2 antag -3, TRHR enhancer 4, D1 potentiator -1, D1 antagonist 8, D2 PAM -6, TRHR ag -0.3, RXFP1 antag -1, D2 agonist 0.3 and D1 ag 4.
Screening O=C(NCCc1ccccc1)c1cc(S(=O)(=O)N2CCCCC2)c[nH]1 returned TRHR enhancer 2, D1 potentiator -2, D1 antagonist 1, D2 PAM -9, TRHR ag 0.3, RXFP1 antag -6, D2 agonist -0.1 and D1 ag 5.
For O=c1c2cc(Br)ccc2nc(-c2ccc([N+](=O)[O-])cc2)n1O the results were D2 antag 3, TRHR enhancer -4, D1 potentiator 3, D1 antagonist 2, D2 PAM 2, TRHR ag 0.4, RXFP1 antag 2, D2 agonist 0.5 and D1 ag 11.

Going on with the list:
For O=c1[nH]c(C(F)(F)F)nc2ccc3ccccc3c12 the results were D2 antag 16, TRHR enhancer 7, D1 potentiator -6, D1 antagonist -4, D2 PAM 17, TRHR ag -0.7, RXFP1 antag 10, D2 agonist -0.6 and D1 ag 3.
Screening c1ccc(Nc2nc3ccccc3[nH]2)nc1 returned D2 antag 9, TRHR enhancer 19, D1 potentiator 2, D1 antagonist -23, D2 PAM -6, TRHR ag -1.8, RXFP1 antag -4, D2 agonist 1.0 and D1 ag 1.
`O=C(CNC(=O)c1cccs1)NCC(=O)OCc1c(F)cccc1Cl` gave D2 antag -31, TRHR enhancer -3, D1 potentiator -8, D1 antagonist -14, D2 PAM 3, TRHR ag -0.5, RXFP1 antag 0, D2 agonist -2.2 and D1 ag 0.
`COc1ccc(N(CC(=O)NCC2CCCO2)S(=O)(=O)c2c(C)noc2C)cc1` (centres undefined) gave D2 antag 14, TRHR enhancer 0, D1 potentiator 3, D1 antagonist 8, D2 PAM -5, TRHR ag 1.4, RXFP1 antag 4, D2 agonist -1.6 and D1 ag 1.
For Cc1ccccc1NC(=O)COC(=O)Cc1cccc(C(F)(F)F)c1 the results were D2 antag -4, TRHR enhancer 17, D1 potentiator 4, D1 antagonist -5, D2 PAM -9, TRHR ag -0.3, RXFP1 antag -2, D2 agonist -0.5 and D1 ag 0.
Screening COC(=O)c1ccc(NC(=O)c2cc(S(=O)(=O)N3CCC(C)CC3)cn2C)cc1 returned TRHR enhancer 1, D1 potentiator -2, D1 antagonist -19, D2 PAM 9, TRHR ag -0.2, D2 agonist 0.1 and D1 ag 7.
Screening O=C(CNC(=O)c1cccc(F)c1)N/N=C/c1ccc([N+](=O)[O-])s1 returned D2 antag 2, TRHR enhancer 1, D1 potentiator -2, D1 antagonist -12, TRHR ag -0.3, RXFP1 antag 3, D2 agonist 0.4 and D1 ag 1.
Cc1ccc(NCC(O)Cn2cnc3c2c(=O)n(C)c(=O)n3C)cc1 (centres undefined) was read as D2 antag 14, TRHR enhancer -1, D1 potentiator -4, D1 antagonist 7, D2 PAM -1, TRHR ag 1.1, RXFP1 antag 6, D2 agonist 0.0 and D1 ag 2.
COc1ccc(C(=O)Nc2ccccc2C(=O)NCc2ccco2)cc1 was read as D2 antag 2, TRHR enhancer -6, D1 potentiator -2, D1 antagonist -6, D2 PAM 10, TRHR ag 0.1, RXFP1 antag -12, D2 agonist -1.0 and D1 ag 3.
CCc1ccc2nc(N=C(N)N)nc(C)c2c1 was read as D2 antag -2, TRHR enhancer 3, D1 potentiator 0, D1 antagonist -16, D2 PAM -8, TRHR ag 2.9, RXFP1 antag -15, D2 agonist 0.3 and D1 ag 3.
`COC(=O)c1cc(NC(=O)c2nn(C)c(=O)c3ccccc23)cc(C(=O)OC)c1` gave D2 antag 8, TRHR enhancer 5, D1 potentiator -4, D1 antagonist 6, D2 PAM -4, TRHR ag 0.2, RXFP1 antag 0, D2 agonist 0.9 and D1 ag 0.
CCc1ccc(N(CC(=O)NC2CCCCC2)S(=O)(=O)c2c(C)noc2C)cc1 was read as D2 antag -9, TRHR enhancer -4, D1 potentiator -2, D1 antagonist -9, D2 PAM -1, TRHR ag 1.3, D2 agonist -1.5 and D1 ag 1.
`COCCSc1ccccc1C(=O)N1CCc2ccccc2C1` gave D2 antag 24, TRHR enhancer 5, D1 potentiator -3, D1 antagonist 10, D2 PAM -7, TRHR ag -0.2, RXFP1 antag -5, D2 agonist -0.5 and D1 ag 1.
CS(=O)(=O)c1nc(-c2ccccc2)c(-c2ccccc2)[nH]1 was read as D2 antag 7, TRHR enhancer -11, D1 potentiator -2, D1 antagonist -8, D2 PAM -7, TRHR ag -0.1, RXFP1 antag -11, D2 agonist 0.3 and D1 ag 4.
`Cc1ccc(CN2CCN(/N=C\c3cccc([N+](=O)[O-])c3)CC2)cc1` gave D2 antag 15, TRHR enhancer 0, D1 potentiator -2, D1 antagonist -3, D2 PAM -5, TRHR ag -0.8, RXFP1 antag -39, D2 agonist 3.3 and D1 ag 1.
Screening COc1ccc(/C=C2\SC(=O)N(CCNC(=O)C3CC(=O)N(c4ccccc4)C3)C2=O)cc1 (centres undefined) returned D2 antag -8, TRHR enhancer 2, D1 potentiator -1, D1 antagonist -6, D2 PAM 37*, TRHR ag -0.6, RXFP1 antag -2, D2 agonist 0.0 and D1 ag 3.
`O=c1c(-c2cccc3ccccc23)[n+]([O-])c2ccccc2n1O` gave D2 antag -8, TRHR enhancer 2, D1 potentiator 3, D1 antagonist -7, D2 PAM 3, TRHR ag 3.8, RXFP1 antag 3, D2 agonist -0.4 and D1 ag 3.
For Cc1cc(S(=O)(=O)Nc2ccc(N(C)C)cc2)c(C)s1 the results were D2 antag -2, TRHR enhancer 11, D1 potentiator 4, D1 antagonist -2, D2 PAM 1, TRHR ag -2.8, RXFP1 antag -23, D2 agonist -2.4 and D1 ag 2.
CCN1CCCC1CNC(=O)c1cc2c(C)nc3ccccc3c2o1 (centres undefined) was read as D2 antag -6, TRHR enhancer 4, D1 potentiator -5, D1 antagonist -9, D2 PAM 16, TRHR ag 0.0, RXFP1 antag 3, D2 agonist 1.5 and D1 ag 0.
CCOC(=O)C1CCN(S(=O)(=O)c2cccc(-c3cn4cccnc4n3)c2)CC1 was read as D2 antag 1, TRHR enhancer 0, D1 potentiator 0, D1 antagonist -6, D2 PAM -2, TRHR ag 0.2, RXFP1 antag -20, D2 agonist 0.9 and D1 ag 4.
Screening OCc1ccccc1CNCc1ccccc1 returned D2 antag -11, TRHR enhancer 3, D1 potentiator 1, D1 antagonist 9, D2 PAM 24, TRHR ag -0.1, RXFP1 antag -7, D2 agonist -0.6 and D1 ag 1.
Cn1cccc1Cc1nnc(SCC(=O)Nc2ccccc2)n1-c1ccc(F)cc1 was read as D2 antag -9, TRHR enhancer 2, D1 potentiator 2, D1 antagonist -7, D2 PAM 1, TRHR ag -0.2, RXFP1 antag -23, D2 agonist 0.3 and D1 ag 1.
Screening CN1CCN(C(=O)CSc2nc(-c3ccncc3)ccc2C#N)CC1 returned D2 antag -10, TRHR enhancer 5, D1 potentiator -8, D1 antagonist 3, D2 PAM 18, TRHR ag 0.0, RXFP1 antag -6, D2 agonist 0.4 and D1 ag 3.
O=C(c1ccccc1[N+](=O)[O-])N(CCc1ccccc1)Cc1ccccc1 was read as D2 antag 8, TRHR enhancer 8, D1 potentiator -2, D1 antagonist -4, D2 PAM -3, TRHR ag 1.4, RXFP1 antag -2, D2 agonist 0.0 and D1 ag 4.

From PubChem BioAssay
